Rv3671c protease – inhibits the M. tuberculosis serine protease Rv3671c. P9WHR9. inhibition, % at 5.96 µM. actives 0.048% (n = 320,000). AID 2606; in the data active = inhibition above about 38%;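 also: extracellular domain of Rv3671c used as enzyme; 0% = enzyme with DMSO and 100% = no enzyme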
Mtb BioA inh – inhibitors of Mycobacterium tuberculosis BioA enzyme | actives 0.096% (n = 360,000) | inhibition, % at 9.99 µM | AID 602481 | purified M. tuberculosis BioA enzyme, plate reader; in the data active = inhibition above about 40%; inconclusive = no clear call, values can overlap the other calls
BoNT-F LC inh – blocks Botulinum neurotoxin F light chain protease. Multiplex microsphere protease cleavage assay, flow cytometry. inhibition, % at 10 µM. actives 0.22% (n = 360,000). AID 588497; in the data active = inhibition above about 35%, passing the limit was not always enough; inconclusive = no clear call, values can overlap the other calls; also: plate controls were buffer without enzyme for full effect and enzyme alone for no effect
GDH-TPI counter – GDH-TPI coupled enzyme inhibition counter-screen | GDH-TPI coupled enzyme counterscreen, NADH absorbance | inhibition, % at 4.8 µM | actives 1.2% (n = 360,000) | AID 588335; in the data active = inhibition above about 30%;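 also: 0% = DMSO wells and 100% = wells lacking the enzyme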
MazEF act – activators of E. coli MazEF toxin-antitoxin RNase; FAM/BHQ RNA-DNA oligo cleavage fluorescence, 5 h; activation, % at 20 µM; P0AE70; actives 0.32% (n = 350,000); in the data active = activation above about 50%
Target sequence (P0AE70 whole entry, looked up): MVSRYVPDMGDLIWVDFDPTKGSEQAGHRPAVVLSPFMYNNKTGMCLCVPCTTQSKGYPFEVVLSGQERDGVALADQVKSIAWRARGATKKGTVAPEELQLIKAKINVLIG
FBA Mtb inh – Mtb fructose-bisphosphate aldolase inhibition; inhibition, % at 1 µM; actives 2.3% (n = 360,000); AID 588726; purified M. tuberculosis FBA, fluorescence read-out; in the data active = inhibition above about 27%;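 also: 0% = vehicle and 100% = reference inhibitor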
Target sequence (P9WQA3 whole entry, looked up): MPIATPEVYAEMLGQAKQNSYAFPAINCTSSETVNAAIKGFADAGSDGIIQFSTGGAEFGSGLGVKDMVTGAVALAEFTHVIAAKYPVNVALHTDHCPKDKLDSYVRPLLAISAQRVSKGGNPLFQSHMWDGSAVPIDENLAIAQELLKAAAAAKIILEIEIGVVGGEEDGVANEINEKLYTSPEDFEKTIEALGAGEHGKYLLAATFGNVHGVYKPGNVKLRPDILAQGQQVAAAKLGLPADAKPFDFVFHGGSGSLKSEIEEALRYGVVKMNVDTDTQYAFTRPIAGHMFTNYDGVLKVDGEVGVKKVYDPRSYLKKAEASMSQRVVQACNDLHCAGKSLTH
UGM FP inh – Mtb UDP-galactopyranose mutase inhibition. P9WIQ1. purified UGM, fluorescence polarization probe displacement. inhibition, % at 10 µM. actives 0.06% (n = 320,000); in the data active = inhibition above about 10%, passing the limit was not always enough; inconclusive = no clear call, values can overlap the other calls
Target sequence (P9WIQ1 whole entry, looked up): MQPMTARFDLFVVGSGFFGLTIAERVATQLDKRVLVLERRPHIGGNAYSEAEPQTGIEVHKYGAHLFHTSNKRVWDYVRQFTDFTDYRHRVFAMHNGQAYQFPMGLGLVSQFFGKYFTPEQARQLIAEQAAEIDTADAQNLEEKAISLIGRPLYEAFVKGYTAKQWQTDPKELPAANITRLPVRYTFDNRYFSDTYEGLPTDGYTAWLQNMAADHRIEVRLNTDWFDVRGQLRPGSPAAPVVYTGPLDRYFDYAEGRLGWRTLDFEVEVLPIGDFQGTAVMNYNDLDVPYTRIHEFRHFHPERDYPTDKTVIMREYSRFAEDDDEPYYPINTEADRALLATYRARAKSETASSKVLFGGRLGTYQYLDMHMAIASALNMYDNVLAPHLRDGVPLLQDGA
PrPC TRFRET – reduces human prion protein on the cell surface; P04156; cell surface PrPC, TR-FRET read-out; inhibition, % at 13.8 µM; actives 0.43% (n = 370,000); AID 720596; in the data active = inhibition above about 24%; also: 0% = median of the test wells and 100% = reference compound wells
FadD28 FP inh – inhibitors of Mycobacterium tuberculosis FadD28 bisubstrate binding. FadD28 bisubstrate probe binding, fluorescence polarization. inhibition, % at 12.5 µM. actives 0.22% (n = 360,000); in the data active = inhibition above about 8.5%, passing the limit was not always enough; inconclusive = no clear call, values can overlap the other calls
The depositor's hits bear a star; ? = inconclusive; . = no result given.

Compound	Rv3671c protease	Mtb BioA inh	BoNT-F LC inh	GDH-TPI counter	MazEF act	FBA Mtb inh	UGM FP inh	PrPC TRFRET	FadD28 FP inh
Cc1onc(C(=O)N2CCN(C(c3ccccc3)c3ccccc3)CC2)c1[N+](=O)[O-]	2	-2.0	-5	-3	3	8	1.4	3	-1.3
CCOC(=O)Cc1csc(-n2sc3ccccc3c2=O)n1	-11	-1.9	-8	4	-20	-1	4.4	6	-0.1
O=C(CN1C(=O)C2CC=CCC2C1=O)Nc1ccc(F)c(Cl)c1 (stereo not given)	.	0.6	-7	8	2	-2	.	1	-2.5
CC1(C)C(=O)Nc2ccccc2N1C(=O)COC(=O)/C=C/c1ccc(OC(F)F)cc1	5	.	.	6	1	1	-2.6	0	0.9
Cc1nc(Nc2ccc(S(N)(=O)=O)cc2)oc1C	-2	-0.6	-2	-11	-9	-4	2.0	1	-3.9
C=CCc1ccccc1OCC(O)CN1CCN(CCN2C(=O)c3cccc4cccc(c34)C2=O)CC1 (stereo not given)	-3	-0.6	-3	5	-1	0	-3.4	-21	-4.3
CN1CCN(CC(C)(C)NS(=O)(=O)c2ccccc2)CC1	-3	3.9	-16	13	7	-1	0.2	-1	-0.5
CCOC1=NN(c2ncc(C(F)(F)F)cc2Cl)C(=O)/C1=C/N(C)C	14	-1.5	-6	12	1	2	4.5	3	-0.4
Cc1c(NC(=O)c2c(O)c3ccccc3n(C)c2=O)c(=O)n(-c2ccccc2)n1C	1	.	0	14	-21	4	-1.1	1	-1.3
Cc1cc(C)c2c(N)c(C(=O)Nc3ccc(F)cc3)sc2n1	-7	-0.8	18	8	-8	16	-1.5	5	0.8
Cc1cc(=O)oc2c(C(=O)/C=C/c3ccccc3)c(O)ccc12	3	-0.4	7	2	2	8	-1.7	-4	-1.3
Cc1ccc(-n2c(SCC(=O)N3CCC(C(=O)O)CC3)nc3ccccc3c2=O)cc1C	3	1.4	-3	4	13	-7	0.1	9	-3.7
COc1ccc(C(CNC(=O)c2cc(SC)ccc2Cl)N(C)C)cc1 (stereo not given)	1	-2.3	-4	20	4	-4	-0.1	-4	-2.0
COc1cc(NC(=O)NS(=O)(=O)c2ccc(C)cc2)cc(OC)c1	3	-1.6	-7	3	-8	-2	-2.6	-4	-2.7
CCN(CC(=O)N1CCCC1)S(=O)(=O)c1ccc(OC)cc1	.	-1.9	-18	13	3	0	0.9	-5	-1.1
Cc1ccc(NS(=O)(=O)c2ccc(NC(=O)C3CC3)cc2)c(C)c1	-18	-1.2	-10	0	0	-1	0.0	8	-0.9
O=C(O)c1ccccc1Sc1ncnc2sccc12	5	-0.5	2	0	-1	-1	0.3	5	-2.6
Cc1nn(Cc2ccc(Cl)cc2)c(C)c1NC(=O)CCCn1nc([N+](=O)[O-])c(Cl)c1C	0	1.0	-2	15	-10	-3	2.0	3	-0.5
N/C(=N\OS(=O)(=O)c1ccc2ccccc2c1)c1cccnc1	-4	-6.7	0	4	-5	0	0.2	9	-1.0
C[C@H](NC(=O)[C@@H]1Cc2ccccc2CN1)C(=O)NC1CCCC1	-2	-3.1	-1	-8	10	4	0.4	9	1.0
Cc1cccc(OCc2n[nH]c(=S)o2)c1	1	0.4	0	-1	0	0	2.8	4	-2.7
COc1ccccc1OCC(=O)N/N=C1\CCc2ccccc21	-3	-3.2	15	4	-4	-3	-1.0	8	0.1
COc1ccc(C(=O)NNC(=O)C23CC4CC(CC(C4)C2)C3)c(OC)c1	4	-0.1	7	-10	4	-1	0.1	0	-2.8
Cc1ccc(CS(=O)(=O)CCC(=O)NCCN(C)Cc2ccccc2)cc1	2	-2.3	-1	4	3	0	-6.5	-5	-1.2
O=C(Nc1ccc(Cl)cc1Cl)c1n[nH]c(Cn2cncn2)n1	-6	0.1	-3	-16	6	-5	-1.4	-8	-1.6
Cc1ccc(-c2nc3ccc(NS(=O)(=O)c4ccccc4)cc3[nH]2)o1	10	1.4	-3	25	1	3	-0.6	-2	2.2
COc1ccc(N(CC(=O)NC2CCCC2)C(=O)c2ccc(C)s2)cc1OC	4	-0.4	4	-2	6	0	-0.1	-4	1.2
Cc1sc2ncn(CC(=O)N3CCCCC3)c(=O)c2c1C	-2	.	-1	9	5	-2	-1.3	-7	-3.1
O=C(NCCC(=O)N1CCC2(CC1)NCCc1[nH]cnc12)c1cccc(Cl)c1	1	-2.0	-4	-6	9	-1	-1.9	3	-3.4
CC1CN=C(N(C(=O)Nc2ccccc2)c2ccc(S(=O)(=O)N3CCOCC3)cc2)S1 (stereo not given)	-6	-0.2	-7	0	0	1	0.5	5	-3.4
CN(C)c1ccc(/C=N/n2c(-c3cccnc3)n[nH]c2=S)cc1	-1	.	0	18	-5	-2	-0.4	-9	-5.7
Nc1ccc(OC(=O)Nc2ccc(O)cc2)cc1	-28	0.6	-11	0	19	0	-3.0	-3	1.3
CCCS(=O)(=O)N1CCCC(C(=O)NC(C)c2ccc3c(c2)OCCO3)C1 (stereo not given)	-6	0.5	8	-3	-2	2	0.3	9	1.0
CCCCC(=O)NS(=O)(=O)c1ccc(N=NN(CC)CC)cc1	1	-1.8	0	14	-6	-2	-3.4	4	-1.3
CC(=O)Nc1ccc(NC(=O)CN(C)S(=O)(=O)c2ccc3c(c2)CCC(=O)N3)cc1	5	-1.3	0	-1	10	1	-1.9	11	-0.4
O=c1cc(-c2ccc(O)c(O)c2)oc2c(C3O[C@H](CO)[C@@H](O)[C@H](O)[C@H]3O)c(O)cc(O)c12 (stereo not given in full)	6	-1.4	-1	16	1	-5	0.5	-9	0.9
C[C@H](NC(=O)c1nc[nH]c1C(=O)N[C@@H](CCCCNC(=O)OC(C)(C)C)C(=O)OC(C)(C)C)C(=O)OC(C)(C)C	-4	0.7	-9	-3	6	-3	-1.1	10	-3.2
COc1ccc(C2C=C(C)Nc3ncnn32)cc1 (stereo not given)	-4	13	-6	8	11	36*	1.1	-8	0.3
NC(=O)C1CCN(C(=O)c2ccc(-c3ccccc3Cl)o2)CC1	9	0.9	2	5	1	0	2.0	3	.
O=C1CCCc2ccccc2N1Cc1cccc(F)c1	-1	.	-1	3	1	1	-1.4	7	-2.9
CCC(=O)N1C(Cc2ccccc2)COC1(C)C (stereo not given)	-1	.	-1	-6	7	9	.	7	-0.8
O=C(COC(=O)/C=C/c1ccc(OC(F)F)cc1)Nc1cccc(S(=O)(=O)N2CCCC2)c1	-54	-1.2	-8	0	2	-3	-0.1	-3	3.8
COc1ccc(C2CC(c3ccc(OC)cc3)n3nc(N)nc3N2)cc1 (stereo not given)	5	-2.3	-10	4	10	14	2.0	-3	-3.5
CCOC(=O)c1c(-c2ccc(-c3ccccc3)cc2)csc1NC(=O)c1cccc(N2C(=O)CCC2=O)c1	-1	.	-15	1	-15	3	-0.4	9	1.9
NC(=O)C1CCN(CC(O)COc2ccc(-c3ccccc3)cc2)CC1 (stereo not given)	.	-2.2	16	12	0	3	-0.6	-2	0.9
CCN(CC)S(=O)(=O)c1ccc(OC)c(NC(=O)c2cc([N+](=O)[O-])ccc2Cl)c1	-3	-2.1	-16	-2	1	6	-3.8	2	-1.0
OC(COc1ccccc1F)CN1CCC(Cc2ccccc2)CC1 (stereo not given)	7	-0.1	?	10	2	4	-1.9	0	-1.5
CC(C)Cc1nnc(NC(=O)CSc2nc(N)cc(=O)[nH]2)s1	-2	-1.8	0	2	1	2	-1.4	4	0.7
Cc1ccc(C)c(NC(=O)c2ccccc2C(=O)c2ccccc2)c1	-3	-0.1	-2	1	.	4	0.9	-7	0.5
Cc1cc(Cl)ccc1NC(=O)CN1C(=O)C(=O)N(C2CCCC2)C1=O	3	-1.7	-1	0	5	2	-1.3	-2	-0.9
CCC(=O)NC(=S)NNC(=O)c1ccccc1[N+](=O)[O-]	0	.	2	-5	3	-4	-2.7	-1	-3.9
Cc1ccc(OCC(=O)NC(=S)Nc2ccc3c4c(cccc24)CC3)cc1	-4	.	1	9	-16	-1	0.4	0	-3.0
O=C1OCCC1NC1=NCCC1 (stereo not given)	4	0.7	0	-3	5	-2	1.8	-3	-1.1
COc1ccc(/C=N/c2oc(C)c(C)c2C#N)c(OC)c1	-10	.	0	-7	5	4	-0.3	-4	-2.4
COc1ccc(/C(O)=C2/C(=O)C(=O)N(CCN3CCNCC3)C2c2cccc([N+](=O)[O-])c2)cc1 (stereo not given)	10	0.1	12	23	0	-1	-0.2	0	-1.2
CC1CN(S(=O)(=O)c2cccc(C(=O)NCCC3=CCCCC3)c2)CC(C)O1 (stereo not given)	-5	1.1	-6	4	4	1	-1.6	9	-0.4
Cc1ncc(CO)c(/C=N/NC(=S)Nc2cccc(Cl)c2)c1O	33	.	-8	6	1	19	1.7	.	-11
CCc1noc(N)c1C(=O)Nc1ccc(Cl)cc1	-5	2.4	8	-1	10	1	-1.5	1	-21
O=C(CCc1ccccc1)c1ccc2c(c1)OCCCO2	-1	2.7	4	-8	-1	-1	2.4	-5	-4.3
Cc1nn(-c2ccccc2)c(Cl)c1/C=C(/CC(=O)O)c1nc2ccccc2s1	.	.	-3	25	-7	-1	.	-5	-1.5
Cc1nn(CC(=O)Nc2nnc(C(C)C)s2)c(=O)c2ccccc12	-3	.	0	-1	5	-2	2.4	-5	-1.5
COc1ccccc1N(C)S(=O)(=O)c1ccc(Cl)c(C(=O)NCC2(N(C)C)CCCCC2)c1	3	-1.3	-10	0	13	0	-1.1	-5	1.4

Full records as entered above. Screens in order: Rv3671c protease | Mtb BioA inh | BoNT-F LC inh | GDH-TPI counter | MazEF act | FBA Mtb inh | UGM FP inh | PrPC TRFRET | FadD28 FP inh
Listed for Cc1nn(CC(=O)Nc2nnc(C(C)C)s2)c(=O)c2ccccc12 → -3 | . | 0 | -1 | 5 | -2 | 2.4 | -5 | -1.5
Listed for CCC(=O)N1C(Cc2ccccc2)COC1(C)C (stereo not given) → -1 | . | -1 | -6 | 7 | 9 | . | 7 | -0.8
Listed for OC(COc1ccccc1F)CN1CCC(Cc2ccccc2)CC1 (stereo not given) → 7 | -0.1 | ? | 10 | 2 | 4 | -1.9 | 0 | -1.5
Listed for Cc1ccc(OCC(=O)NC(=S)Nc2ccc3c4c(cccc24)CC3)cc1 → -4 | . | 1 | 9 | -16 | -1 | 0.4 | 0 | -3.0

Screening data (PubChem)
